TcdB GH inh: TcdB glycohydrolase inhibition; TcdB glycohydrolase enzymatic assay, plate reader; 0.24% of 350,000 active; AID 652162; inhibition, % at 9.99 µM; P18177; in the data active = inhibition above about 10%
Target sequence (P18177 whole entry, looked up): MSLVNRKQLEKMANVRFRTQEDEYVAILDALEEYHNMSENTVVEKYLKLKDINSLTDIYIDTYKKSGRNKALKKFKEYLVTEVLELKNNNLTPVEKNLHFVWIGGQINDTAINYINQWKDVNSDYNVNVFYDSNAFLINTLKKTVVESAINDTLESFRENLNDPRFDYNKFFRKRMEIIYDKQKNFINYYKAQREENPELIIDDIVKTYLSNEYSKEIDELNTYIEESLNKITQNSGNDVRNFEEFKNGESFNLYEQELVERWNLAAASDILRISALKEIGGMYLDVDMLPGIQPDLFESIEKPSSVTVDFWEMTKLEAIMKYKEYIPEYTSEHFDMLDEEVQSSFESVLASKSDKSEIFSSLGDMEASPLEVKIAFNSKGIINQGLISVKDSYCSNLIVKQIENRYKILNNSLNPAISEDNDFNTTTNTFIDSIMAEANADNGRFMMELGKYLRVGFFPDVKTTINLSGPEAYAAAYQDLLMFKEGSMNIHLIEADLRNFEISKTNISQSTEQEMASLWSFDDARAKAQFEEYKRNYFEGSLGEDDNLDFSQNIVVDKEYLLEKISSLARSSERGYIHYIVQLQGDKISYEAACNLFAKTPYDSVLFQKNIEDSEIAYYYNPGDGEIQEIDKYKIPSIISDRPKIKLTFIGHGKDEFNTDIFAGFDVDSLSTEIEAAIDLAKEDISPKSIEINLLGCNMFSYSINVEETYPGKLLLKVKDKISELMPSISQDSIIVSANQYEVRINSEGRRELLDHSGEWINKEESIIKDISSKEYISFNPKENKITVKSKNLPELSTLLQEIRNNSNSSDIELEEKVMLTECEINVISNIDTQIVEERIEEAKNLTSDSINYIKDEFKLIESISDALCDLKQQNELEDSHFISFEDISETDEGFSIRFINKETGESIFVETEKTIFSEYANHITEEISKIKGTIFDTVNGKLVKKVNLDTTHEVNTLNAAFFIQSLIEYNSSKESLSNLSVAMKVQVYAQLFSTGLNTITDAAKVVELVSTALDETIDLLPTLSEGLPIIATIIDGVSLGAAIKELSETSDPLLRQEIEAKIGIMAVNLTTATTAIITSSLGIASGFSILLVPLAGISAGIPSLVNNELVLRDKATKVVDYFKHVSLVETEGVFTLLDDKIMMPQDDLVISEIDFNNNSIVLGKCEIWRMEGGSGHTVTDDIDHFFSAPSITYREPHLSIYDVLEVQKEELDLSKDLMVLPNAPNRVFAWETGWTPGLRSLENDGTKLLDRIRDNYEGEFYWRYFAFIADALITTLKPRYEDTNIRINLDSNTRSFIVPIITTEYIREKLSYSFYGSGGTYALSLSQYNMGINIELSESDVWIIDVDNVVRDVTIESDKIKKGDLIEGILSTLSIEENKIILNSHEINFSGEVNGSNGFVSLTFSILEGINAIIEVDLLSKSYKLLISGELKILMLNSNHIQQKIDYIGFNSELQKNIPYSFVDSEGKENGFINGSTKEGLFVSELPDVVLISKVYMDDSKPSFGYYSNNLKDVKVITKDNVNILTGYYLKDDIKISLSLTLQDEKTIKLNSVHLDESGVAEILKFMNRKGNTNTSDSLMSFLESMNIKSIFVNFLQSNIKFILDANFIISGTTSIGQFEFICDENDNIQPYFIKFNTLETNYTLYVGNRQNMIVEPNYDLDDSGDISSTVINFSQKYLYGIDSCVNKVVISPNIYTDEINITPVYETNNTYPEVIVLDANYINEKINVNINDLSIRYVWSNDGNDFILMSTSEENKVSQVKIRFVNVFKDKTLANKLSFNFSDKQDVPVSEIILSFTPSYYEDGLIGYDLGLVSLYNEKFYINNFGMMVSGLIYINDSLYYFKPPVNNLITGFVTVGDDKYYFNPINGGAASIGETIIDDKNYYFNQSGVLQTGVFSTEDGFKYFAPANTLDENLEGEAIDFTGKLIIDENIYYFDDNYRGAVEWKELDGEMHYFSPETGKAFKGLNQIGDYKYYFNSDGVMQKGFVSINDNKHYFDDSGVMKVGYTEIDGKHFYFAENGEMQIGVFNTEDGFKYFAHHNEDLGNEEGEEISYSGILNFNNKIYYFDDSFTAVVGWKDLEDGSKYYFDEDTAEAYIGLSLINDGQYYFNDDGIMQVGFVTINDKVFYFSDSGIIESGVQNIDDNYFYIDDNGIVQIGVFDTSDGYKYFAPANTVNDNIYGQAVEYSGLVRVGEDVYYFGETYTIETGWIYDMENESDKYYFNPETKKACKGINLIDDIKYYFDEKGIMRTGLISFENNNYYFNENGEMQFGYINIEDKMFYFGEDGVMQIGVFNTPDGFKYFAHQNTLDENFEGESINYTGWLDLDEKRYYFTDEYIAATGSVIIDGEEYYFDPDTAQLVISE
* marks the source's active call; other numbers are inactive results; & = joins results of further samples. An excerpt (hit frequency here may not be typical).

Screening COCC(=O)N(C)C[C@@H]1Oc2cc(Br)ccc2S(=O)(=O)N([C@H](C)CO)C[C@@H]1C returned TcdB GH inh -0.7.
O=C(C[C@@H]1C=C[C@H](NC(=O)c2ccncc2)[C@H](CO)O1)NCC1CCCCC1 was read as TcdB GH inh 0.5.
CCCN(C)C[C@H]1Oc2cc(-c3ccc(C)cc3)ccc2S(=O)(=O)N([C@@H](C)CO)C[C@H]1C was read as TcdB GH inh 0.0.
C[C@H](CO)N1C[C@H](C)[C@H](CN(C)Cc2ccc3c(c2)OCO3)Oc2ccc(NC(=O)c3ccncc3)cc2C1=O was read as TcdB GH inh 0.8.
CC(C)NC(=O)Nc1ccc2c(c1)CC(=O)N([C@@H](C)CO)C[C@H](C)[C@@H](CN(C)S(=O)(=O)c1ccccc1)O2 was read as TcdB GH inh -0.6.
`Cc1noc(C)c1S(=O)(=O)Nc1ccc2c(c1)CC(=O)N([C@@H](C)CO)C[C@@H](C)[C@H](CN(C)Cc1ccncc1)O2` gave TcdB GH inh 0.8.
For CN1CCN(C(=O)C[C@H]2CC[C@@H]3[C@@H](COc4ccc(NC(=O)c5cccs5)cc4C(=O)N3C)O2)CC1 the results were TcdB GH inh 1.5.
`COc1ccc(NC(=O)Nc2ccc3c(c2)C(=O)N([C@H](C)CO)C[C@H](C)[C@@H](CN(C)Cc2ccc(C(F)(F)F)cc2)O3)cc1` gave TcdB GH inh -1.5.
O=S(=O)(Cc1ccccc1)N1C[C@@H]2N[C@H](C1)C2c1ccc(-c2ccccc2)cc1 (stereo partly specified) was read as TcdB GH inh 0.9.
`C[C@H]1CN([C@@H](C)CO)C(=O)c2cc(C#Cc3cccc(F)c3)cnc2O[C@H]1CN(C)C(=O)c1ccccc1F` gave TcdB GH inh -0.1.
Screening COc1ccc(CNC(=O)C[C@H]2C[C@@H]3c4cc(NC(=O)CN(C)C)ccc4O[C@@H]3[C@H](CO)O2)cc1 returned TcdB GH inh 0.1.
`C[C@@H]1CN([C@H](C)CO)C(=O)c2cc(Br)cnc2O[C@H]1CN(C)CC1CCOCC1` gave TcdB GH inh 0.0.
Screening C[C@@H]1CCCCO[C@H](CN(C)S(=O)(=O)c2ccccc2)[C@@H](C)CN([C@H](C)CO)C(=O)c2cc(NC(=O)c3ccccc3)ccc2O1 returned TcdB GH inh -0.4.
For O=C(c1ccc(F)cc1)N1CC(=O)N2[C@H](C1)[C@@H](c1ccc(C#CC3CC3)cc1)[C@@H]2CO the results were TcdB GH inh 1.5.
COc1ccc(NC(=O)N(C)C[C@@H]2Oc3ccc(N(C)C)cc3C(=O)N([C@H](C)CO)C[C@@H]2C)cc1 was read as TcdB GH inh -14.
Screening C[C@H](CO)N1C[C@H](C)[C@H](CN(C)Cc2ccc(C(=O)O)cc2)Oc2c(NC(=O)Nc3cccc4ccccc34)cccc2C1=O returned TcdB GH inh -0.6.
Screening CCCNC(=O)N1CC2(CN(C(=O)c3cnccn3)C2)c2c([nH]c3cc(OC)ccc23)[C@@H]1CO returned TcdB GH inh 0.4.
For C[C@H](CO)N1C[C@H](C)[C@H](CN(C)S(=O)(=O)c2cn(C)cn2)Oc2ccc(NC(=O)Nc3ccccc3)cc2C1=O the results were TcdB GH inh 0.7.
`COCC#Cc1cnc2c(c1)C(=O)N([C@@H](C)CO)C[C@H](C)[C@H](CN(C)C(=O)C1CCCCC1)O2` gave TcdB GH inh -0.7.
For CN(C)C(=O)c1cccc(-c2ccc([C@H]3[C@@H](CO)N4CCCCN(Cc5cccnc5)C[C@@H]34)cc2)c1 the results were TcdB GH inh 1.1.
Screening C[C@H]1CN([C@@H](C)CO)S(=O)(=O)c2ccc(-c3ccncc3)cc2O[C@H]1CN(C)C(=O)Nc1ccc(C(F)(F)F)cc1 returned TcdB GH inh 0.0.
Screening C[C@H]1CN([C@@H](C)CO)C(=O)c2cc(C#CC3(O)CCCC3)cnc2O[C@H]1CN(C)S(C)(=O)=O returned TcdB GH inh 1.2.
C[C@@H]1CN([C@@H](C)CO)C(=O)c2cc(NC(=O)Nc3ccc4c(c3)OCO4)ccc2O[C@H]1CN(C)C was read as TcdB GH inh -0.4.
O=C(C[C@@H]1C[C@@H]2c3cc(NC(=O)Nc4ccccc4)ccc3O[C@@H]2[C@H](CO)O1)NCc1ccncc1 was read as TcdB GH inh -0.5.
COc1ccc(NC(=O)N(C)C[C@@H]2Oc3ncc(/C=C/c4ccccc4)cc3C(=O)N([C@H](C)CO)C[C@@H]2C)cc1 was read as TcdB GH inh 0.9.
Screening Cc1ccc(S(=O)(=O)N(C)C[C@@H]2Oc3c(NC(=O)NC(C)C)cccc3C(=O)N([C@@H](C)CO)C[C@@H]2C)cc1 returned TcdB GH inh 0.4.
Screening N#Cc1ccc(-c2ccc([C@H]3[C@H](CO)N4C(=O)CN(C(=O)C5CCCC5)C[C@@H]34)cc2)cc1 returned TcdB GH inh -0.3.
C[C@@H]1CCCCO[C@H](CN(C)C(=O)Nc2ccccc2)[C@H](C)CN([C@H](C)CO)C(=O)c2cc(NC(=O)c3ccncc3)ccc2O1 was read as TcdB GH inh 0.3.
`C[C@H]1CN([C@@H](C)CO)S(=O)(=O)c2ccc(C#CC3CC3)cc2O[C@H]1CN(C)Cc1ccccc1` gave TcdB GH inh 0.2.
For COc1cccc(S(=O)(=O)Nc2ccc3c(c2)[C@@H]2C[C@H](CC(=O)NC4CCCCC4)O[C@@H](CO)[C@@H]2O3)c1 the results were TcdB GH inh -0.3.
`C[C@@H]1CN([C@H](C)CO)C(=O)Cc2cc(NC(=O)Nc3ccc(F)cc3)ccc2O[C@H]1CN(C)C(=O)NC1CCCCC1` gave TcdB GH inh -1.3.
Screening COc1ccc(S(=O)(=O)N(C)C[C@H]2Oc3ccc(NC(=O)CCC(F)(F)F)cc3C(=O)N([C@H](C)CO)C[C@H]2C)cc1 returned TcdB GH inh -0.9.
Screening COc1ccc(S(=O)(=O)Nc2ccc3c(c2)C(=O)N([C@H](C)CO)C[C@H](C)[C@@H](CN(C)Cc2ccc(Cl)c(Cl)c2)OCCCC[C@@H](C)O3)cc1 returned TcdB GH inh 0.2.
For CN1c2ccc(-c3ccccc3)cc2[C@H]2[C@H](CCN2C(=O)NC2CCCCC2)[C@@H]1CO the results were TcdB GH inh 1.2.
C[C@H]1CN([C@@H](C)CO)C(=O)c2cccc(NC(=O)Nc3ccccc3)c2O[C@H]1CN(C)S(=O)(=O)c1ccccc1 was read as TcdB GH inh 1.3.
For COc1ccc(S(=O)(=O)Nc2ccc3c(c2)C(=O)N([C@H](C)CO)C[C@@H](C)[C@H](CN(C)C(=O)CCC(F)(F)F)OCCCC[C@@H](C)O3)cc1 the results were TcdB GH inh 0.0.
COc1ccc(S(=O)(=O)Nc2ccc3c(c2)C(=O)N([C@@H](C)CO)C[C@@H](C)[C@H](CN(C)Cc2ccncc2)O3)cc1 was read as TcdB GH inh -0.8.
C[C@@H]1CN([C@H](C)CO)S(=O)(=O)c2ccc(C#CC3(O)CCCC3)cc2O[C@@H]1CN(C)C(=O)Cc1ccccc1 was read as TcdB GH inh -0.8.
CO[C@@H]1CN(C)C(=O)c2ccc(NS(=O)(=O)c3ccc(C)cc3)cc2OC[C@H](C)N(Cc2nccs2)C[C@H]1C was read as TcdB GH inh 1.2.
`O=C(C[C@H]1C=C[C@@H](NC(=O)Nc2ccc3c(c2)OCO3)[C@@H](CO)O1)NCc1ccc(F)cc1` gave TcdB GH inh -1.1.
`C[C@H](CO)N1C[C@H](C)[C@@H](CN(C)C(=O)Nc2ccc(C(F)(F)F)cc2)Oc2ccc(N(C)C)cc2C1=O` gave TcdB GH inh -0.3.
For N#Cc1ccc(-c2ccc(C3[C@H]4CNC[C@@H]3N4S(=O)(=O)c3ccccc3F)cc2)cc1 (stereo partly specified) the results were TcdB GH inh 1.0.
Screening O=C(O)C[C@H]1C[C@H]2c3cc(NC(=O)Nc4ccc(C(F)(F)F)cc4)ccc3O[C@H]2[C@@H](CO)O1 returned TcdB GH inh 0.8.
`C[C@@H]1CN([C@@H](C)CO)S(=O)(=O)c2ccc(-c3cccnc3)cc2O[C@H]1CN(C)Cc1cncnc1` gave TcdB GH inh -0.4.
For O=C(C[C@H]1C[C@H]2c3cc(NC(=O)c4ccc5c(c4)OCO5)ccc3O[C@H]2[C@H](CO)O1)NCC1CC1 the results were TcdB GH inh 0.3.
C[C@@H]1CN([C@H](C)CO)C(=O)c2cc(C3=CCCCC3)cnc2O[C@H]1CN(C)Cc1cccnc1 was read as TcdB GH inh -0.2.
COCC(=O)Nc1ccc2c(c1)[C@H]1C[C@@H](CC(=O)NCc3ccncc3)O[C@H](CO)[C@H]1O2 was read as TcdB GH inh -0.9.
`CCC(=O)N1CC2(CN(Cc3ccc(OC)cc3)C2)c2c(n(C)c3cc(OC)ccc23)[C@H]1CO` gave TcdB GH inh 0.9.
For COc1ccc(NC(=O)N2[C@@H]3CNC[C@H]2C3c2ccc(-c3ccccc3C)cc2)cc1 (stereo partly specified) the results were TcdB GH inh -0.3&0.3.
Cc1noc(C)c1NC(=O)N(C)C[C@@H]1Oc2ccc(NC(=O)Nc3ccc(F)cc3)cc2C(=O)N([C@@H](C)CO)C[C@@H]1C was read as TcdB GH inh -2.3.
`CCC(=O)NC[C@H]1[C@H](c2ccc(-c3cccc(F)c3)cc2)[C@@H](CO)N1C(=O)CC` gave TcdB GH inh 0.7.
CCCNC(=O)N(C)C[C@@H]1Oc2cc(C#CCOC)ccc2S(=O)(=O)N([C@H](C)CO)C[C@H]1C was read as TcdB GH inh -0.1.
For CO[C@H]1CN(C)C(=O)c2cc(NC(=O)NC(C)C)ccc2OC[C@H](C)N(C(=O)NC(C)C)C[C@H]1C the results were TcdB GH inh 0.4.
For C[C@H](CO)N1C[C@H](C)[C@H](CN(C)Cc2ccc(C(=O)Nc3ccccc3N)cc2)Oc2c(NS(=O)(=O)c3cn(C)cn3)cccc2C1=O the results were TcdB GH inh -1.7.
`CCCNC(=O)N(C)C[C@H]1Oc2ncc(-c3ccc(F)cc3)cc2C(=O)N([C@@H](C)CO)C[C@H]1C` gave TcdB GH inh 0.6.
`CC(C)NC(=O)N(C)C[C@H]1Oc2ccc(NS(=O)(=O)c3ccccc3)cc2CC(=O)N([C@@H](C)CO)C[C@H]1C` gave TcdB GH inh -0.4.
C[C@H](CO)N1C[C@H](C)[C@H](CN(C)C(=O)NC2CCCCC2)Oc2ccc(NC(=O)Cn3cnnn3)cc2C1=O was read as TcdB GH inh -0.3.
Screening CO[C@@H]1CN(C)C(=O)c2ccc(NC(=O)Nc3ccc4c(c3)OCO4)cc2OC[C@@H](C)NC[C@@H]1C returned TcdB GH inh -0.2.
Cc1ccc(S(=O)(=O)N2C[C@H](O)COC[C@H]3O[C@H](CC(=O)N[C@@H]4CCN(Cc5ccccc5)C4)CC[C@@H]32)cc1 was read as TcdB GH inh 0.9.
`Cc1noc(C)c1S(=O)(=O)Nc1ccc2c(c1)CC(=O)N([C@@H](C)CO)C[C@H](C)[C@@H](CN(C)C(=O)NC1CCCCC1)O2` gave TcdB GH inh 0.3.
`O=C(C[C@H]1C[C@H]2c3cc(NC(=O)C4CCOCC4)ccc3O[C@H]2[C@@H](CO)O1)NCc1cc(F)ccc1F` gave TcdB GH inh 1.5.
For CNC[C@@H]1Oc2ccc(NC(=O)NC(C)C)cc2CC(=O)N([C@@H](C)CO)C[C@@H]1C the results were TcdB GH inh 1.3.
COc1ccccc1-c1cnc2c(c1)C(=O)N([C@@H](C)CO)C[C@H](C)[C@@H](CN(C)Cc1ccncc1)O2 was read as TcdB GH inh 0.0.
For C[C@@H]1CN([C@@H](C)CO)C(=O)c2cc(NC(=O)Nc3ccccc3)ccc2O[C@@H]1CN(C)S(=O)(=O)c1ccc(F)cc1 the results were TcdB GH inh -7.0.
COc1ccc2c3c(n(C)c2c1)[C@H](CO)N(C(=O)Nc1c(C)noc1C)CC31CN(CC2CC2)C1 was read as TcdB GH inh 0.0.
For Cc1ccc(S(=O)(=O)Nc2ccc3c(c2)C(=O)N([C@@H](C)CO)C[C@H](C)[C@H](CN(C)S(=O)(=O)c2ccc(C)cc2)OCCCC[C@H](C)O3)cc1 the results were TcdB GH inh -1.5.
`CCC(=O)Nc1ccc2c(c1)C(=O)N(C)C[C@@H](OC)[C@H](C)CN(CC1CC1)[C@@H](C)CO2` gave TcdB GH inh -0.1.
`C[C@H](CO)N1C[C@H](C)[C@@H](CN(C)Cc2ccccc2)OCCCC[C@H](C)Oc2ccc(NC(=O)Nc3ccc(C(F)(F)F)cc3)cc2C1=O` gave TcdB GH inh 0.6.

Quoted at random: 2 records from the list.
`O=C(C[C@H]1C[C@H]2c3cc(NC(=O)C4CCOCC4)ccc3O[C@H]2[C@@H](CO)O1)NCc1cc(F)ccc1F` gave TcdB GH inh 1.5.
COc1ccccc1-c1cnc2c(c1)C(=O)N([C@@H](C)CO)C[C@H](C)[C@@H](CN(C)Cc1ccncc1)O2 was read as TcdB GH inh 0.0.

Gathered by group: the entries above containing a CF3 group.
`COc1ccc(NC(=O)Nc2ccc3c(c2)C(=O)N([C@H](C)CO)C[C@H](C)[C@@H](CN(C)Cc2ccc(C(F)(F)F)cc2)O3)cc1` gave TcdB GH inh -1.5.
Screening C[C@H]1CN([C@@H](C)CO)S(=O)(=O)c2ccc(-c3ccncc3)cc2O[C@H]1CN(C)C(=O)Nc1ccc(C(F)(F)F)cc1 returned TcdB GH inh 0.0.
Screening COc1ccc(S(=O)(=O)N(C)C[C@H]2Oc3ccc(NC(=O)CCC(F)(F)F)cc3C(=O)N([C@H](C)CO)C[C@H]2C)cc1 returned TcdB GH inh -0.9.
For COc1ccc(S(=O)(=O)Nc2ccc3c(c2)C(=O)N([C@H](C)CO)C[C@@H](C)[C@H](CN(C)C(=O)CCC(F)(F)F)OCCCC[C@@H](C)O3)cc1 the results were TcdB GH inh 0.0.
`C[C@H](CO)N1C[C@H](C)[C@@H](CN(C)C(=O)Nc2ccc(C(F)(F)F)cc2)Oc2ccc(N(C)C)cc2C1=O` gave TcdB GH inh -0.3.
Screening O=C(O)C[C@H]1C[C@H]2c3cc(NC(=O)Nc4ccc(C(F)(F)F)cc4)ccc3O[C@H]2[C@@H](CO)O1 returned TcdB GH inh 0.8.
`C[C@H](CO)N1C[C@H](C)[C@@H](CN(C)Cc2ccccc2)OCCCC[C@H](C)Oc2ccc(NC(=O)Nc3ccc(C(F)(F)F)cc3)cc2C1=O` gave TcdB GH inh 0.6.
